Screening data deposited in PubChem by Broad Institute.
DENV2 CPE rescue: inhibitors of DENV2 cytopathic effect | DENV2-infected cells, cytopathic effect rescue, plate reader | CPE inhibition, % at 9.99 µM | actives 1.7% (n = 350,000) | AID 651640; in the data active = CPE inhibition above about 20%, passing the limit was not always enough; inconclusive = no clear call, values can overlap the other calls; tested in BHK-21 cells;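 also: 0% = median of neutral control wells and 100% = median of positive control wells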
PglD inh: blocks C. jejuni PglD acetyltransferase activity | purified PglD enzyme, DTNB colorimetric CoA detection | inhibition, % at 12.5 µM | actives 0.098% (n = 360,000) | AID 602405; in the data active = inhibition above about 16%, passing the limit was not always enough; inconclusive = no clear call, values can overlap the other calls; also: strong numbers were not always called active
SIRT5 block: blocks human SIRT5 desuccinylation of peptide; Q9NXA8; actives 1.1% (n = 330,000); Purified SirT5, succinyl-peptide AMC, trypsin-coupled fluorescence; inhibition, % at 15 µM; in the data active = inhibition above about 15%; inconclusive = no clear call, values can overlap the other calls
Target sequence (Q9NXA8 whole entry, looked up): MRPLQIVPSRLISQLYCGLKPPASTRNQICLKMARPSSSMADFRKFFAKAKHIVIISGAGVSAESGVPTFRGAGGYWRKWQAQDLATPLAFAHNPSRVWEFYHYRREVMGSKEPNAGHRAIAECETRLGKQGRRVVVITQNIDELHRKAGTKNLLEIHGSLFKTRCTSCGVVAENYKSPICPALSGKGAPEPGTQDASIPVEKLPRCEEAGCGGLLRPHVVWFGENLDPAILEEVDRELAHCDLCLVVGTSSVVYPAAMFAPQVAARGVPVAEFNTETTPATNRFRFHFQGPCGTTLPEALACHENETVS
Statin myotox sup: suppressors of simvastatin-induced myotoxicity in C2C12 myotubes; ATP luminescence, 48 h; scaled: DMSO 0, geranylgeraniol control 100; rescue of ATP level, % at 7.49 µM; actives 0.78% (n = 330,000);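 active = mean ATP rescue above about 67%, or every replicate alone reaching that limit, limit read from the data, passing the limit was not always enough; inconclusive = no clear call, values can overlap the other calls; inactive = mean under the limit and some replicate under it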;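 also: myotubes were challenged with 10 µM simvastatin during compound exposure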
ERp5 block: blocks human ERp5 reductase activity on insulin. Q15084. ERp5 insulin aggregation, absorbance 650 nm, 90 min. inhibition, % at 9.99 µM. actives 0.05% (n = 350,000);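 active = mean replicate inhibition above about 25%, with every replicate also reaching it, limit read from the data, passing the limit was not always enough; inconclusive = only one of those two criteria met; inactive = neither criterion met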
E-selectin induc: induces E-selectin expression in human endothelial cells; AID 686992; activation, % at 7.58 µM; P16581; HUVEC E-selectin immunofluorescence imaging; normalized: neutral wells 0, TNF-alpha wells 100; actives 0.37% (n = 260,000);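 active = mean E-selectin-positive cell signal at least 10% of the positive control, reached in at least 60% of replicates, without over 20% cell loss; inconclusive = no rule given, readout overlaps actives, possibly toxicity-flagged; inactive = the rest, including those meeting only one limit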;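 also: in these data hits start at about 27%; measured in HUVEC primary endothelial cells; signal is the percent of cells scored E-selectin positive by PE staining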
Target sequence (P16581 whole entry, looked up): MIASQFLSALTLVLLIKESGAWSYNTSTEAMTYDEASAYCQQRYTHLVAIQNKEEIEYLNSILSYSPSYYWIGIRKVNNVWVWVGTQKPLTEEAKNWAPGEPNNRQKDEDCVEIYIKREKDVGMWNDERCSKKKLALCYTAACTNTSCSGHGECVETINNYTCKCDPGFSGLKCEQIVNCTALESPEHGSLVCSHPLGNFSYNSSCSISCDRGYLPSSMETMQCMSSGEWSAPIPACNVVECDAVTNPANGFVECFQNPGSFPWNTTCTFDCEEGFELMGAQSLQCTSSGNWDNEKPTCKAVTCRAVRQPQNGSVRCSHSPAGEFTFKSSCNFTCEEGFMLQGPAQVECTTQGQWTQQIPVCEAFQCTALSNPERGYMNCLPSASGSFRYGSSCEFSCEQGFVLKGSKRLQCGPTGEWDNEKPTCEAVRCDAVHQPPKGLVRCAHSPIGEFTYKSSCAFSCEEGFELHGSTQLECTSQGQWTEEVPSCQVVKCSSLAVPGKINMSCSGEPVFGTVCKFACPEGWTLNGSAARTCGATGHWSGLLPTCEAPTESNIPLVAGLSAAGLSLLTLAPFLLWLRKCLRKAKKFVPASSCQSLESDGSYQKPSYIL
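Material: HUVEC primary endothelial cells; Amount: 3,000 cells per well; Dosing: single concentration; Medium: EGM-2 growth medium on 0.1% gelatin-coated wells; Read-out basis: percent E-selectin-positive cells; Signal: immunofluorescence imaging; Control set: TNF-alpha, DMSO.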
S100A4 MyoIIA: inhibitors of human S100A4 binding to myosin IIA peptide; P26447; S100A4/TAMRA-MyoIIA peptide fluorescence polarization; inhibition, % at 10.7 µM; actives 0.14% (n = 360,000);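 active = mean inhibition of at least 70% across replicates, with every replicate also reaching that level; inconclusive = mean inhibition reaches 70% but some replicates fall short; inactive = mean inhibition below 70%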
Target sequence (P26447 whole entry, looked up): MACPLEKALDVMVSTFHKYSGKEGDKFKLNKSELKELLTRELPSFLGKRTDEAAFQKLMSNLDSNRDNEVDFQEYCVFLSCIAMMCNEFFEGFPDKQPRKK
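System – human S100A4 monomer protein, biochemical binding assay · Buffer or medium – Calcium-containing HEPES buffer, pH 7.2 · Timing – 5 min between mix addition and reading · Also added – TAMRA-labelled myosin IIA heavy-chain peptide probe, 5 nM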
An asterisk follows results filed as active; ? = inconclusive; · = not tested or not shown; & = joins results of further samples. This is a subset, so the mix of outcomes need not match the whole.

molecule	DENV2 CPE rescue	PglD inh	SIRT5 block	Statin myotox sup	ERp5 block	E-selectin induc	S100A4 MyoIIA
COc1ccc(OC)c(-c2csc(N3CCC(c4ccccc4)CC3)n2)c1	5	·	-1	·	1	4.8	-5
COc1ccc(NC(=O)N(C)C[C@H]2Oc3ccc(NC(=O)Nc4ccc(C(F)(F)F)cc4)cc3C(=O)N([C@H](C)CO)C[C@H]2C)cc1	-3	1	·	-3	·	-0.2	·
Cc1nnc(NC(=O)CCCCCN2C(=O)C3C4C=CC(C4)C3C2=O)s1 (stereo not given)	8	-1	-3	-12	4	-0.1	-3
CN1CCN(C(=O)C2=C[C@@H](c3ccc(Br)cc3)C[C@@H](OCc3ccc(CO)cc3)O2)CC1	2&4	-3	0	2	-1&1	0.2	3&-6
CCN(C(=O)COC(=O)CNC(=O)c1ccccc1C)C1=CCCCC1	17	-3	24*	8	1	·	0
CC=Cc1ccc2n(c1=O)C[C@@H]1[C@@H](CO)[C@H](C(=O)NCC3CC3)[C@H]2N1Cc1ccccc1 (mixture of isomers)	16	4	-4	13	1	-0.1	5
N#Cc1c(-c2ccco2)nc(SCc2ccc(F)cc2)[nH]c1=O	5	6	1	2	-1	·	-8
O=C(NCC[C@@H]1CC[C@@H](NS(=O)(=O)c2ccccc2)[C@H](CO)O1)c1ccccc1F	-5	18	10	1	-3	0.2	10
S=C(NCc1ccccc1Cl)NC1CCCC1	7	-4	0	-1	-5	-0.1	-2
O=C(C1CC1)N1CC(=O)N2[C@H](CO)[C@H](c3ccc(C#Cc4cccc(F)c4)cc3)[C@H]2C1	2	·	4	·	0	0.1	-2
COc1ccc(CN(C)C[C@@H]2OCCCC[C@H](C)Oc3ccc(NC(=O)NC(C)C)cc3C(=O)N([C@@H](C)CO)C[C@@H]2C)cc1	?	5	1	17	2	-0.3	4
CCOC(=O)c1sc2nc(CSCC(=O)OCc3ccc(C(=O)OC)o3)[nH]c(=O)c2c1C	·	3	0	11	-4	·	-6
O=S(=O)(Nc1cccc2cccnc12)c1ccccc1	-5	-3	-1	43	-2	-0.1	1
O=C(/C=C/c1ccccc1[N+](=O)[O-])NCc1ccccc1Cl	-3	0	-1	2	-2	0.0	1
Cc1ccc(S(=O)(=O)NCc2cn3ccccc3n2)c(C)c1	1	5	-3	1	3	·	-19
CC(C)Oc1ccccc1/C=N/n1nnnc1N	-1	·	-4	·	0	·	-2
Cc1ccc(-c2cc(N)n(-c3ccc(F)cc3)n2)cc1	-1	·	-3	·	-1	·	6
Cc1cccc(NC(=O)CSc2nc3[nH]c(=O)cc(O)c3s2)c1	?	4	-1	1	-6	·	-7
Cc1c(C(=O)NNC(=O)c2csc(N3CCOCC3)n2)oc2ccccc12	1	3	3	1	6	·	0
O=C(Nc1ccc(Cl)cc1)c1nc[nH]c1C(=O)N1CCN(c2ccccc2)CC1	-6	-3	-5	-9	13	0.1	-7
NC(Cc1ccc(Cl)cc1)c1csc(NC(=O)NCC2CCCCC2)n1 (stereo not given)	7	-3	·	-28	-4	-0.6	-2
C=CCn1c(-c2cccc(OC)c2)n[nH]c1=S	13	3	-3	10	1	1.8	2
CCCCNC(=O)c1ccc2c(c1)N(CC)C(=O)c1ccccc1S2(=O)=O	16	0	1	-8	3	2.7	4
COc1ccc(C2=CC(=O)CC(c3ccc(F)cc3)C2)cc1 (stereo not given)	5	-3	0	13	-1	-0.1	-1
O=C(NCC[C@@H]1CC[C@H](NS(=O)(=O)Cc2ccccc2)[C@H](CO)O1)C1CCOCC1	?	0	-3	-2	-3	0.5	3

Fetched by compound from the entries so far:
molecule	DENV2 CPE rescue	PglD inh	SIRT5 block	Statin myotox sup	ERp5 block	E-selectin induc	S100A4 MyoIIA
COc1ccc(NC(=O)N(C)C[C@H]2Oc3ccc(NC(=O)Nc4ccc(C(F)(F)F)cc4)cc3C(=O)N([C@H](C)CO)C[C@H]2C)cc1	-3	1	·	-3	·	-0.2	·
CN1CCN(C(=O)C2=C[C@@H](c3ccc(Br)cc3)C[C@@H](OCc3ccc(CO)cc3)O2)CC1	2&4	-3	0	2	-1&1	0.2	3&-6

(next part)
molecule	DENV2 CPE rescue	PglD inh	SIRT5 block	Statin myotox sup	ERp5 block	E-selectin induc	S100A4 MyoIIA
CCCCCCC(=O)N(O)C1CC(=O)N(c2ccc(F)cc2)C1=O (stereo not given)	0	-5	1	·	-2	·	-1
CCN1CCN(Cc2ccc(NC(=O)c3cc(NC(=O)c4ccc5n[nH]nc5c4)cc(OC)c3)cc2C(F)(F)F)CC1	-3	14	·	0	-10	0.0	-5
CN1C(=O)c2cc(NC(=O)c3cccs3)ccc2OC[C@H]2O[C@@H](CC(=O)NCCN3CCCCC3)CC[C@H]21	4	2	2	-42	4	0.0	1
CCN(CC(=O)NCc1ccc(F)cc1)C(=O)/C=C/c1cccs1	·	·	3	-1	2	3.2	10
C[C@@H]1CCCCO[C@H](CN(C)C(=O)Nc2cccc3ccccc23)[C@H](C)CN([C@@H](C)CO)C(=O)c2cc(NC(=O)Nc3ccc(F)cc3)ccc2O1	-7	-2	-2	·	-1	-0.2	-21
CN1CCN(C(=S)c2ccc(N(C)C)cc2)CC1	·	2	-2	·	-2	·	-6
Cc1[nH]c2ccccc2c1C(=O)CCl	2	·	-2	·	4	-0.1	-4
CCOC(=O)N1CCN(c2c(NCCCOC(C)C)c(=O)c2=O)CC1	-4	4	-4	4	5	-1.6	-8
COc1ccc(-c2csc(NC(=O)CCn3cnc4ccccc4c3=O)n2)cc1OC	9	-4	-3	-54	-2	·	-1
COc1ccccc1C(=O)Oc1ccc2ccc(=O)oc2c1	-7	0	-17	8	1	-0.1	1
CO[C@H]1CN(C)C(=O)c2ccc(NC(=O)C3CC3)cc2OC[C@H](C)N(C(=O)CN2CCOCC2)C[C@@H]1C	-3	-4	2	0	-5	-0.1	15
CCn1c(CNS(=O)(=O)c2ccc(Cl)cc2)n[nH]c1=S	-3	·	-3	·	5	·	-14
CCc1nc2ccc(C(=O)NCCOc3ccc(OC)cc3)cn2c1N(CC)CCOC	4	5	1	22	3	-2.7	3
C=CCSC1=NNC(c2ccc(C(C)(C)C)cc2)=NN1	1	-3	·	-61	9	0.2	-1
O=C(c1cccnc1)N1C[C@@H]2[C@H](c3ccccc31)[C@@H](CO)N2C(=O)C1CCOCC1	?	-2	0	12	7	-0.4	3
C[C@@H]1CN([C@H](C)CO)C(=O)c2cc(NC(=O)Nc3ccc4c(c3)OCO4)ccc2O[C@@H](C)CCCCO[C@@H]1CN(C)S(=O)(=O)c1cccs1	1	1	6	·	3	0.0	-12
CCC(C)NC(=O)Cn1c(=O)n(-c2ccccc2)c(=O)c2ccc(C(=O)NCc3ccco3)cc21 (stereo not given)	·	-3	·	4	·	3.9	·
Cc1ccc(S(=O)(=O)N(C)C)cc1NC(=O)CSc1ncn[nH]1	-4	1	0	-4	0	·	1
c1ccc(-c2ccc3ccccc3n2)cc1	-1	2	-1	12	-1	·	-4
C[C@@H]1CN([C@H](C)CO)C(=O)c2ccccc2-c2ccccc2CO[C@@H]1CN(C)C(=O)N[C@H](C)c1ccccc1	6	-2	-2	4	-3	8.2	-17
Cc1ccnc(NC(=O)Nc2ccc3c(c2)OCO3)c1	4	·	-2	·	1	·	18
Cc1cc(C)n2c(NCc3ccccc3)c(-c3cc4ccccc4o3)nc2n1	-6	·	·	·	1	0.1	-5
O=C(C[C@H]1C[C@@H]2c3cc(NC(=O)c4cccnc4)ccc3O[C@@H]2[C@H](CO)O1)NCc1cccnc1	-1	-2	2	-6	-8	-0.4	-3
CSc1ccc(-c2ccco2)nn1	2	·	0	·	-1	3.8	-3
C[C@H]1CN([C@@H](C)CO)C(=O)c2cc(NC(=O)Nc3ccc(C(F)(F)F)cc3)ccc2O[C@@H]1CN(C)S(C)(=O)=O	5	-2	3	2	5	·	-5

Additional structures.
molecule	DENV2 CPE rescue	PglD inh	SIRT5 block	Statin myotox sup	ERp5 block	E-selectin induc	S100A4 MyoIIA
COc1ccc(NC(=O)C2Cc3c(-c4ccc(Cl)cc4)ccnc3O2)cc1 (stereo not given)	-1	4	-2	24	6	1.3	-1
O=C(CCCc1ccccc1)Nc1ccccc1C(F)(F)F	1	5	-1	0	5	0.0	-2
S=C(NCc1ccccc1)Nc1nccs1	8	6	-4	2	5	·	6
CC(C)CCNC(=O)c1ccc(Cn2c(=S)[nH]c3ccccc3c2=O)cc1	-7	1	-1	-4	6	·	-1
O=C1CC(c2ccccc2)=NO1	-14	-7	5	6	-12	·	-22
O=C(Cc1ccccc1)NCCN1CCCC1	-3	-1	1	·	5	-0.1	5
COc1ccc(C#Cc2ccc([C@H]3[C@@H](CO)N4C(=O)CN(C(=O)c5ccncc5)C[C@H]34)cc2)cc1	-1	·	2	·	-13	0.5	-3
C[C@H](CO)N1C[C@H](C)[C@@H](CN(C)C(=O)Cc2cccnc2)Oc2ncc(C#CCN(C)C)cc2C1=O	10	-1	-6	-10	-4	-2.4	7
CC(=O)Nc1ccc(C(=O)N2c3ccccc3N=C(c3ccc4c(c3)OCO4)C2C(=O)NCc2ccccc2)cc1 (stereo not given)	0	·	·	·	-2	1.1	-2
CCOC(=O)c1cc(C#N)c(SCC(=O)O)[nH]c1=O	-3	·	-5	·	0	·	-4
CC1CCCCN1CC(O)COc1ccc(OCC(O)CN2CCCCC2C)cc1 (stereo not given)	7	-6	1	-11	-1	·	-24
COc1ccc(NC(=O)Nc2cccc3c2O[C@H](CN(C)Cc2ccc(C(F)(F)F)cc2)[C@@H](C)CN([C@H](C)CO)C3=O)cc1	22*	-3	2	45	-2	0.1	-1
CCC(=O)Nc1nnc(SCC(=O)NCCc2ccc(OC)c(OC)c2)s1	2	·	-2	·	2	0.8	-1
CC(=O)c1ccn(S(=O)(=O)c2ccc(Cl)cc2)c1	4	0	-6	10	0	0.2	2
CC(C)NC(=O)Nc1ccc2c(c1)C(=O)N([C@H](C)CO)C[C@@H](C)[C@@H](CN(C)C(=O)NC(C)C)OCCCC[C@@H](C)O2	0	-3	-2	·	1	·	22
Cc1c(C(=S)NC(=O)C2CC2)c(=O)n(-c2ccccc2)n1C	3	·	-1	2	-10	3.0	-16
CO[C@H]1CN(C)C(=O)c2cc(NC(=O)C3CC3)ccc2OC[C@H](C)NC[C@H]1C	·	-2	-3	1	-4	-0.1	4
Cc1c(C(=O)OCC(=O)N(CC(C)C)c2c(N)n(Cc3ccccc3)c(=O)[nH]c2=O)oc2ccccc12	5	2	4	2	-7	-0.1	2
COc1cccc(OCCn2cccc2/C=C2/C(=N)N3OC(C)=CC3=NC2=O)c1	-2	1	-1	-8	3	-0.6	0
C[C@@H]1CCCCO[C@@H](CN(C)Cc2ccc(C(=O)Nc3ccccc3N)cc2)[C@@H](C)CN([C@H](C)CO)C(=O)c2cc(NS(=O)(=O)c3cccs3)ccc2O1	-1	·	-2	·	70*	-0.2	-2
Cc1ccnc(NC(=O)CCNC(=O)c2ccc(Br)cc2)c1	-6	8	·	8	2	0.2	-2
c1coc(CNc2ncnc3ccccc23)c1	·	-3	-2	·	-7	·	1
Cc1ccc2ccc(C(Nc3ccccc3)c3ccc(Cl)cc3)c(O)c2n1 (stereo not given)	-9	·	-2	·	-1	-0.9	0
Nc1ccc2sc(N)nc2c1	9	1	·	-7	-3	·	-1
Cc1cccc(NC2SC(=O)NC2=O)c1 (stereo not given)	-1	1	1	3	-4	4.7	4
CCOC(=O)/C(C#N)=C/c1cc2ccc(C)cc2nc1Cl	1	·	-1	·	2	-0.5	-1
COc1ccc(Cc2c(N)nc(C)nc2N)cc1	-6	·	-3	·	-3	·	-1
O=C(COC(=O)CCC(=O)c1ccccc1)NCCc1ccccc1	-7	5	-2	-10	5	0.8	-2
